Source: PubChem
NR2E3 ag-1 = agonists of human NR2E3 nuclear receptor | CHO-S Gal4-NCOR/VP16-NR2E3 two-hybrid, luciferase | inhibition of corepressor binding, % at 3.98 µM | hit rate 0.35% among 360,000 | AID 602229;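 active = inhibition above the mean of all tested compounds plus 3 SD, cut at about 70% in these data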;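 note: 0% = DMSO with NR2E3 transfected cells and 100% = cells lacking NR2E3 construct; higher means lower luciferase signal from less NR2E3 corepressor binding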
Target sequence (Q9Y5X4 whole entry, looked up, the tested form may be a part): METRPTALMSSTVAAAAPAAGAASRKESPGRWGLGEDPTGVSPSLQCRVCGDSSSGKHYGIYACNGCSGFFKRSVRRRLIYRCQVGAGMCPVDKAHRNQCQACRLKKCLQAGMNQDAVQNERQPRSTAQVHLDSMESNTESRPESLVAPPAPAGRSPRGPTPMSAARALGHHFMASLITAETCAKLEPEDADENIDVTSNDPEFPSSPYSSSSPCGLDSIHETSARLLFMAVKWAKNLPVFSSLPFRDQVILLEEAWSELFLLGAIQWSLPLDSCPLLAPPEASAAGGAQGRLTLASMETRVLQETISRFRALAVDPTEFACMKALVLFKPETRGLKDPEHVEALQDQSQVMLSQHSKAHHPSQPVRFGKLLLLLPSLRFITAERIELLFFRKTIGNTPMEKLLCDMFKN
Peg3 promoter = inhibitors of Peg3 promoter; hit rate 1.7% among 360,000; inhibition, % at 20 µM; HeLa PEG-Prom luciferase reporter, luminescence, overnight; AID 588405;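 active = inhibition of at least 50% at 20 µM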
HIF-2a block = blocks HIF-2a reporter activity | hit rate 0.72% among 360,000 | AID 624352 | 786-0 RCC cells HIF-2a reporter, luciferase luminescence, overnight | inhibition, % at 18.8 µM;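 active = inhibition of the luminescence signal of 40% or more relative to plate controls, in a single-dose primary screen at 18.75 µM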
TRPM1 prom inh = MITF TRPM1 promoter inhibition in SK-MEL-5 cells; SK-MEL-5 TRPM1 promoter luciferase, 24 h; inhibition, % at 12.5 µM; hit rate 0.83% among 330,000; AID 488899;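 active = mean inhibition across replicates of 60% or more, whatever share of single replicates reaches that level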; note: values of inactives mirror those of a sister screen read the other way
CF NFkB block = cystic fibrosis NF-kB activation inhibition; KKLEB NF-kB-GFP reporter, PAF-induced, GFP fluorescence overnight; inhibition, % at 5 µM; hit rate 0.86% among 360,000; AID 588850;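 active = at least 50% inhibition at 5 µM, scaled per plate between neutral and stimulator controls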;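 note: PAF is a Pseudomonas aeruginosa culture filtrate used as stimulus; plate controls were PAF-stimulated DMSO wells for no effect and unstimulated DMSO wells for full effect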
KKLEB tox = reduces viability of KKLEB cystic fibrosis airway cells; KKLEB CF airway cells viability, ATPlite luminescence, overnight; active compounds read low; cells stimulated with P. aeruginosa culture filtrate; activity change (cytotoxicity), % at 5 µM; hit rate 0.36% among 360,000;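 active = corrected activity change at or below -50% at 5 µM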
aDG glyco act = alpha-DG glycosylation activation; Pro5-aDG cells, alpha-DG glycosylation AlphaScreen (IIH6); 0% Pro5, 100% B10-LARGE cell signal; activation, % at 10 µM; hit rate 0.22% among 360,000; AID 624168;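 active = activation of at least 8% versus controls, or a plate z-score of at least 8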;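 note: Pro5 are CHO cells carrying HIG-tagged alpha-DG that lacks glycosylation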
hiPSC survival = increases survival of single human iPS cells | hit rate 0.044% among 360,000 | hiPSC single-cell survival, ATPlite luminescence; 100% = ROCK inhibitor wells, 0% = DMSO | survival enhancement, % at 20 µM; in the data active = survival enhancement above about 18%;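 note: cells exposed to compounds for 16 hours before the ATP read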
NR2E3 ag-2 = agonists of human nuclear receptor NR2E3. GST-NR2E3/biotin-RetCOR TR-FRET, 1536-well. inhibition of corepressor binding, % at 4.78 µM. hit rate 0.12% among 320,000. AID 2300;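 active = percent inhibition above the cutoff of mean plus 3 SD of all tested compounds, set per screening campaign, cut at about 20% in these data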;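 note: 0% = DMSO wells and 100% = biotin wells as full block of FRET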
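System: GST-tagged NR2E3 plus biotinylated RetCOR corepressor; Buffer or medium: pH 7.5 Tris-based buffer; Probe or stimulus: RetCOR corepressor, biotinylated, 7 nM; Doses: compound at 4.8 µM, single dose; Schedule: 5 h incubation at 4 °C; Technique: time-resolved FRET; Evaluation: percent inhibition of TR-FRET ratio; Replication: one well per compound, singlicate testing.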
Shn3 3UTR inh = reduces Shn3 3'UTR luciferase signal in osteoblasts; inhibition, % at 12.5 µM; Clone20 osteoblast Shn3 3'UTR firefly luciferase, 24 h; hit rate 0.52% among 360,000;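 active = mean inhibition of at least 75% with every replicate also reaching 75%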;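 note: 0% = median of neutral control wells and 100% = pilot-screen positive control compound; some compounds past the cut are filed as inactive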
TWEAK Fn14 block = TWEAK-Fn14 signaling inhibition; inhibition, % at 10 µM; hit rate 2% among 360,000; TWEAK-stimulated Fn14 reporter cells, luciferase luminescence, 8 h; in the data active = inhibition above about 50%
* hit, by the source's call; nt = not tested or not shown.

SMILES	NR2E3 ag-1	Peg3 promoter	HIF-2a block	TRPM1 prom inh	CF NFkB block	KKLEB tox	aDG glyco act	hiPSC survival	NR2E3 ag-2	Shn3 3UTR inh	TWEAK Fn14 block
COc1cc(OC)c2c(-c3cccc(/C=C/c4ccc(F)cc4)c3)cc(=O)oc2c1	-118.0	-287.4	-193.5	-98.9	19.0	5.7	-0.6	-3.3	nt	-49.4	-12.8
CN(C)/N=C1\C(=O)N(CN2CCN(c3ccccc3)CC2)c2ccccc21	-11.7	-1.6	-10.1	nt	9.9	-4.6	-0.2	2.8	-3.1	8.4	7.2
OCCC1CN(Cc2nc3ccccc3s2)CCN1CCc1ccccc1 (centres undefined)	1.0	-1.6	-10.5	-8.2	-4.4	2.7	0.1	0.8	-3.0	-22.4	26.9
O=C(Nc1ccc(Br)cc1)c1ccc(Br)c(S(=O)(=O)Nc2cccnc2)c1	-0.5	7.4	-31.1	7.5	10.6	10.3	-0.1	5.6	3.9	3.3	6.1
CC(=O)Nc1c(Cl)n(C(C)=O)c2ccccc12	-42.8	-5.3	0.6	18.9	-1.9	5.2	0.0	2.3	-1.4	5.5	-2.2
Cc1ccc(NC(=S)N(C)N)cc1Cl	-11.9	1.4	-7.4	4.9	-11.7	9.0	-0.2	1.8	0.3	-7.8	26.9
CC(=O)Oc1ccccc1/C=C/c1ccc2ccccc2[n+]1C	-114.5	-316.8	-77.4	-69.7	-55.6	4.2	0.0	-1.0	3.5	-156.3	-18.1
COc1ccc([N+](=O)[O-])cc1NC(=O)CCSCCc1ccccn1	6.7	10.6	12.8	-5.0	-0.4	11.4	0.1	-0.8	2.1	-21.2	-12.2
CC1(C(=O)NS(=O)(=O)c2cccc(C#N)c2)CCN1C(=O)Cc1ccccc1Cl (centres undefined)	-1.7	-1.4	7.9	nt	-19.4	5.8	-0.4	-2.0	nt	4.2	-3.4
COc1ccc(CN2C(=O)C(CC(=O)NCc3cccc4ccccc34)CC(C(=O)N(C(C)C)C(C)C)=C2C)cc1 (centres undefined)	-4.1	18.0	-16.8	nt	-48.3	2.3	0.2	-2.8	nt	-7.1	-11.3
Cc1coc(NC(=O)CSc2nc(-c3ccncc3)cc(C(F)(F)F)c2C#N)n1	-2.6	14.2	11.9	-2.6	-5.2	1.9	0.1	-1.0	1.2	6.7	17.9
COc1cc(NC(=O)C23CC4CC(C2)CC(n2nnc(C)n2)(C4)C3)c(OC)cc1Cl	11.3	15.1	24.9	0.6	-8.5	7.6	0.5	8.9	-1.5	8.7	4.0
O=C(Nc1cccc2c1C(=O)NC2=O)c1ccccc1[N+](=O)[O-]	-9.8	13.1	22.8	16.1	21.4	13.1	0.1	2.6	3.4	3.7	-0.5
CC(=O)OC1=Cc2c(ccc3ccc(=O)oc23)OC1(C)C	-0.1	-5.7	-2.8	12.4	8.2	-2.2	-0.1	3.9	1.0	1.8	3.7
O=C1Nc2ccccc2C1(O)C/C(=N/O)c1ccccc1 (centres undefined)	-2.4	9.0	17.9	9.1	7.3	5.8	-0.2	2.9	-0.6	2.6	17.4
COC(Cn1c(C)c(C(C)=O)c(C(C)=O)c1C)OC	-1.6	13.9	2.2	0.3	0.9	1.0	0.0	-1.2	1.9	1.4	23.5
CN(C(=O)c1cccc(C#N)c1)c1nnc(-c2ccncc2)s1	-3.5	13.3	-5.4	3.9	-0.4	-0.9	0.0	-2.0	nt	-3.5	0.6
O=c1cc(-c2ccco2)nc(SCc2cccc(Cl)c2)[nH]1	6.9	16.4	9.1	9.1	17.0	15.6	-0.1	-0.3	4.8	9.7	10.0
COCCNC(=O)c1ccc(-n2c(SCc3ccncc3)nc3ccccc3c2=O)cc1	-6.9	5.0	17.7	-1.9	-15.6	-2.6	0.1	-0.8	3.3	10.7	-19.0
CCC(C)NC(=O)COCc1cc(-c2ccc3c(c2)OCO3)on1 (centres undefined)	-43.5	-27.1	-56.6	0.6	-9.3	6.9	0.0	-0.3	2.4	12.4	16.8
COc1ccc(C(=O)NCCNc2ccc([N+](=O)[O-])cc2)cc1OC	-0.9	24.6	11.1	-2.0	-12.5	10.3	0.1	-0.5	2.2	-11.5	-3.0
O=C(c1cccs1)N1CCN=C1SCc1ccccc1F	-2.3	-21.3	-47.5	-26.9	-0.3	-0.8	0.2	0.2	-1.3	-12.3	10.1
O=C(Cn1cnc2sc3c(c2c1=O)CCCC3)NCC(=O)Nc1c(F)cccc1F	-17.0	-7.7	7.1	11.7	-16.5	11.2	0.3	1.1	0.4	3.0	-10.1
CCOC(=O)CN(c1cc([N+](=O)[O-])ccc1OC)S(C)(=O)=O	11.3	-1.0	15.2	2.4	-1.2	3.2	0.1	-1.0	-3.6	-6.9	-3.5
CN(Cc1ccc2c(c1)OCCO2)C(=O)CSc1ncnc2sccc12	25.9	-5.2	8.7	-6.3	-1.7	-9.6	0.5	0.4	nt	12.4	-5.5
S=C1SCN(Cc2ccccc2)CN1Cc1ccccc1	-12.6	16.0	-0.5	5.5	26.0	-25.5	0.6	1.2	nt	-10.8	0.1
CCCn1c(O)c(N=NC(=O)CNC(=O)Cc2ccc(OC)cc2)c2ccccc21	10.9	8.0	14.5	7.5	2.5	1.0	0.4	-0.6	3.1	-5.4	-2.2
CC1(C(=O)NS(=O)(=O)c2cccc(F)c2)CCN1C(=O)c1ccco1 (centres undefined)	-2.6	8.5	14.8	nt	-0.6	2.7	-0.3	2.2	nt	-7.3	16.8
COc1ccc(CCNC(=O)C2CCC(=O)N(C3CCCCCC3)C2)cc1 (centres undefined)	-20.5	15.3	-11.8	2.1	0.6	0.3	0.2	0.1	-0.2	-13.1	-2.7
COc1ccc(NC(=O)CC2C(=O)N(c3ccc(Cl)cc3)C(=S)N2CCc2ccncc2)cc1 (centres undefined)	-30.1	24.9	-54.3	9.6	-1.9	-20.3	1.6	0.9	2.5	13.6	15.5
O=C(NNS(=O)(=O)c1ccc([N+](=O)[O-])cc1)c1ccccc1	-19.5	7.1	-6.9	20.1	-6.1	7.8	-0.1	-2.4	nt	10.5	10.1
CC(C)OC(=O)c1cc2c(ccn2C)n1CC(=O)N(Cc1ccccc1)c1ccccc1	-3.2	21.2	-7.9	3.4	1.1	0.0	0.4	0.1	-0.2	21.3	-41.8
COc1ccc(NC(=O)/C(=C/c2ccc(OC(C)=O)c(OC)c2)NC(C)=O)cc1	-8.9	6.0	6.9	-5.3	19.4	-1.2	-0.1	0.0	0.3	4.9	1.9
COc1ccc(C(=O)CSc2nc3[nH]ncc3c(=O)[nH]2)cc1	-28.1	-27.2	-29.5	-3.4	-1.3	0.8	-0.1	1.3	-3.3	1.8	-25.9
O=C(Nc1ccc(F)cc1F)N1CCN(C/C=C/c2ccccc2)CC1	10.8	10.9	-0.2	nt	2.6	-8.5	0.0	-3.2	1.3	-2.7	8.3
COC(=O)c1sc2nc(CN3CCN(c4ccc(OC)cc4)CC3)[nH]c(=O)c2c1C	-10.7	5.2	8.8	8.0	0.9	6.6	2.1	5.8	1.0	-10.1	-4.3
COc1cc2nc(NC(=O)c3ccco3)sc(=O)c2cc1OC	8.3	7.0	-9.2	-14.3	35.3	-40.3	-0.1	-0.7	-0.1	18.3	71.3*
Cc1ccnc(NC(=O)c2ccc([N+](=O)[O-])o2)c1	5.2	-66.5	-137.5	13.3	51.2*	2.8	1.7	-1.8	4.7	-42.9	-0.5
COc1ccc(CNC(=S)Nc2cc(OC)ccc2OC)cc1	-6.7	8.2	13.7	1.3	-2.3	8.9	0.0	0.4	4.2	-3.5	9.2
CCC(C)(C)NC(=O)CN(C(=O)C(=O)Nc1ccc2c(c1)OCCO2)C1CC1	-4.5	-23.0	-25.8	-2.9	4.1	-7.1	0.0	-0.9	2.6	-13.2	15.7
Cc1ccc(NC(=S)NC(=O)c2ccc(-c3ccccc3)cc2)cc1	-25.9	15.3	-23.0	-1.1	-1.2	-2.4	-0.1	-0.6	5.4	-12.0	-9.6
CCC(=O)Nc1c2c(nn1-c1ccc(OC)cc1)CS(=O)C2 (centres undefined)	-14.8	-8.9	4.2	-3.1	14.1	-9.2	-0.1	-0.3	1.4	16.8	-10.1
CC(C)c1ccc(OCCCN2CCCC2)cc1	3.0	-18.9	-17.0	2.3	-7.8	9.3	0.1	0.1	-4.0	-3.0	-1.8
CCN(CC)CCCNC(=O)c1ccc(S(=O)(=O)Nc2ccc(C)c(C)c2)cc1	-3.8	-8.2	16.5	-30.2	1.8	2.3	0.0	-0.5	1.8	3.3	8.7

Entries listed so far printed as active in CF NFkB block:
canonical_smiles	NR2E3 ag-1	Peg3 promoter	HIF-2a block	TRPM1 prom inh	CF NFkB block	aDG glyco act	NR2E3 ag-2	Shn3 3UTR inh	TWEAK Fn14 block
Cc1ccnc(NC(=O)c2ccc([N+](=O)[O-])o2)c1	5.2	-66.5	-137.5	13.3	51.2*	1.7	4.7	-42.9	-0.5

Five entries drawn at random from those above, as already listed:
SMILES	NR2E3 ag-1	Peg3 promoter	HIF-2a block	TRPM1 prom inh	CF NFkB block	KKLEB tox	aDG glyco act	hiPSC survival	NR2E3 ag-2	Shn3 3UTR inh	TWEAK Fn14 block
CC(C)c1ccc(OCCCN2CCCC2)cc1	3.0	-18.9	-17.0	2.3	-7.8	9.3	0.1	0.1	-4.0	-3.0	-1.8
Cc1ccc(NC(=S)NC(=O)c2ccc(-c3ccccc3)cc2)cc1	-25.9	15.3	-23.0	-1.1	-1.2	-2.4	-0.1	-0.6	5.4	-12.0	-9.6
COc1ccc(CNC(=S)Nc2cc(OC)ccc2OC)cc1	-6.7	8.2	13.7	1.3	-2.3	8.9	0.0	0.4	4.2	-3.5	9.2
CCC(C)(C)NC(=O)CN(C(=O)C(=O)Nc1ccc2c(c1)OCCO2)C1CC1	-4.5	-23.0	-25.8	-2.9	4.1	-7.1	0.0	-0.9	2.6	-13.2	15.7
CCC(=O)Nc1c2c(nn1-c1ccc(OC)cc1)CS(=O)C2 (centres undefined)	-14.8	-8.9	4.2	-3.1	14.1	-9.2	-0.1	-0.3	1.4	16.8	-10.1
